IMPase cell inh = IMPase inhibition in cells; 120,000 tested, under 10 active; CHO-M1 cells, IP1 accumulation, HTRF TR-FRET ratio; AID 901; P97697; inhibition (IP1 accumulation), % at 46.1 µM; active = well fitted curve in the direction sought with a large enough effect in the signal ratio, not every such curve was filed as active; inconclusive = small, poorly fitted or top-dose-only effect, or a change in a side signal; inactive = no such curve, though single readings can be large or run the other way; the % refers to the signal ratio;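 note: cells stimulated with carbachol in lithium chloride buffer; plate controls were DMSO basal wells for no effect and reference inhibitor wells for full effect; higher means more IMPase inhibition seen as more IP1 and lower FRET ratio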
Target sequence (P97697 whole entry, looked up): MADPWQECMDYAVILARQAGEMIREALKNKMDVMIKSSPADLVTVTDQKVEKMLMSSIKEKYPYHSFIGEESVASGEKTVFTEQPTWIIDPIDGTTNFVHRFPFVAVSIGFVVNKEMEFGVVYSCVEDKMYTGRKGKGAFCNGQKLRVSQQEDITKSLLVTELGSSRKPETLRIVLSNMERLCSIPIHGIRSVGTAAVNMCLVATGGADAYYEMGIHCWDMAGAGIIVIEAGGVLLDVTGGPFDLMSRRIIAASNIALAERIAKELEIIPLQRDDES
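The IP-One HTRF competitive assay in carbachol-stimulated CHO-M1 cells quantifies cellular IP1. Compounds spanned up to 46 uM final, and activity is expressed as AC50 from concentration-response fits of the ratio and donor data.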
PNC inhibitor = blocks assembly of the perinucleolar compartment. PC3M PTB-GFP, PNC prevalence imaging, 16 h; active compounds read low. activity change (PNC), negative = inhibition, % at 10 µM. 3.1% of 140,000 active. AID 2417;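 active = readout at or below -70, meaning at least 70% loss of cells showing the perinucleolar compartment, a nuclear body marking cancer cells; inconclusive = readout between -30 and a set limit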;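 note: plate controls were DMSO wells for no effect and camptothecin positive control wells for full effect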
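Compounds are pinned in duplicate onto adhered PC3M cells stably expressing GFP-tagged PTB and incubated 16 h at 37 C. Cells are then fixed, nuclei stained with Hoechst, and PNC-positive cells counted.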
ALOX15B inhib = blocks human 15-lipoxygenase 2 activity; purified 15hLO-2, xylenol orange hydroperoxide absorbance; Potency, µM (titrated, usually from 57.1 µM), inactives show top-dose activity change, negative = inhibition, usual class: inhibitors; 0.56% of 110,000 active; AID 881; note: potency is the fitted concentration of half-maximal effect; nearly all actives have a fitted effect of over 60% in size; many of its hits are not listed in these tables
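Purified human 15hLO-2 (50 nM) preincubated 15 min with compound, then 45 uM arachidonic acid for 90 min at RT in 25 mM Hepes pH 7.5, 0.01% Triton X-100. Hydroperoxide detected by Fe-xylenol orange; 573/405 nm absorbance ratio.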
ALOX12 inhib = 12-hLO (ALOX12) enzyme inhibition; purified 12-hLO, xylenol orange hydroperoxide absorbance; Potency, µM (top dose mostly 57.1 µM), for the others: at the highest dose activity change, negative = inhibition, usual class: inhibitors; 0.12% of 150,000 active; AID 1452; note: potency is the fitted concentration of half-maximal effect; nearly all actives have a fitted effect of over 55% in size; many of its hits are not listed in these tables
Target sequence (P18054 whole entry, looked up): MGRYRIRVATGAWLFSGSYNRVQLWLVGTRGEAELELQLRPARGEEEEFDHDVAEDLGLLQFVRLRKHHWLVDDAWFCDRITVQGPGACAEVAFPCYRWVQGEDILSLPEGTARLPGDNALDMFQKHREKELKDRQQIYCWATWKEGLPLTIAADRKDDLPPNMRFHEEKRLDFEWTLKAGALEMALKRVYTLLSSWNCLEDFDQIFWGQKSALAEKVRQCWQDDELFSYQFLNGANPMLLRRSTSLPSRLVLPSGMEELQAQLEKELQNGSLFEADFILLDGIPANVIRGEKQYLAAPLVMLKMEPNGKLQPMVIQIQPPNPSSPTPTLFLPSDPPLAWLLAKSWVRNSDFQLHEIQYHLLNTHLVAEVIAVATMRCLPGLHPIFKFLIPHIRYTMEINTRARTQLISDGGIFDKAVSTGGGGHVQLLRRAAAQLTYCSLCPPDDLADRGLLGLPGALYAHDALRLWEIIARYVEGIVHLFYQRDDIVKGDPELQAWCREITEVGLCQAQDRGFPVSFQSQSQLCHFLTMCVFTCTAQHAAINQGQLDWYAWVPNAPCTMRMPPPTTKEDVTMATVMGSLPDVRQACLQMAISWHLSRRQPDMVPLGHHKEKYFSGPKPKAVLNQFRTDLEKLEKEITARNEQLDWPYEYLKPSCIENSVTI
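Xylenol orange chromogenic assay: hydroperoxide from 12hLO oxidises Fe(II), giving red-shifted Fe(III)-XO absorbance. Conditions: 150 nM enzyme, 40 uM arachidonic acid, 25 mM Hepes pH 7.0, 0.01% Triton X-100, 30 min, room temperature.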
* = called active by the depositor; ? = inconclusive; nt = no result given; & = joins results of further samples; [ ] = remark or other dose. Unless noted, calls come from the whole dose curve; as a rule, active = well fitted curve in the direction sought with a large enough effect; inconclusive = small, poorly fitted or top-dose-only effect, or another doubt; inactive = no such curve, though single readings can be large; an effect the other way counts as inactive or inconclusive. Unless noted, % is set by controls: 0 for no effect and ±100 for the full control effect. A portion of the library. The share of hits here may be higher or lower than overall.

SMILES	IMPase cell inh	PNC inhibitor	ALOX15B inhib	ALOX12 inhib
O=C(Nc1ccc(Cl)cc1)NC1(C(=O)NCCCN2CCOCC2)CCCCC1	15.6	?	23.5%	0.5%
CC(=O)c1c(O)c(C)c(-c2ccccc2)n(-c2ccccc2)c1=O	8.4	-11.2	-1.7%	-20.2%
Cc1ccc(C)c(NC(=S)NNC(=O)c2sccc2C)c1	-9.7	42.9	6.9%	-0.9%
COc1ccc(NC(=O)N2CC[C@@]3(CCCN(C(=O)c4ccncc4)C3)C2)cc1	nt	nt	1.0%	1.8%
O=C(NCC1CCCO1)c1ccc(COc2ccc(F)cc2)o1 (stereo not given)	13.5	-20.3	0.3%	-9.4%
CN(CC(=O)Nc1ccccc1C(=O)N1CCCC1)S(=O)(=O)c1ccc(Cl)cc1	5.9	37.8	0.4%	-5.2%
COc1ccc(S(=O)(=O)N(CC(=O)N/N=C/c2cccs2)c2ccc(C)cc2)cc1OC	13.3	?	-3.2%	-2.8%
O=C(c1ccc2snnc2c1)N1CCSCC1	-3.3	-6.1	-2.5%	-7.9%
COC(=O)C1(S(=O)(=O)C2(C(=O)OC)CCCC2)CCCC1	0.6	45.5	2.0%	0.1%
CCC(C)[C@H](NC(=O)N1CCN(C)CC1)C(=O)OC (stereo not given in full)	-8.9	?	nt	-3.1%
O=C(COC(=O)[C@H](Cc1ccccc1)NC(=O)c1ccco1)NCc1ccccc1	-4.1	12.8	2.4%	-5.1%
Cc1cc(NC(=O)CN2CCC(n3nnc4cc(C(F)(F)F)ccc43)CC2)no1	1.7	-5.5	2.5%	-2.1%
Cc1nnc(SCCC(C)C)[nH]c1=O	-1.1	10.3	-5.1%	1.8%
Cc1nc2sc(C(=O)O)c(N)c2c2c1COC(C)(C)C2	0.2	33.3	-21.9%	-3.9%
Cc1c(NC(=O)CSC2=C(C#N)C(c3ccccc3F)CC(=O)N2)c(=O)n(-c2ccccc2)n1C (stereo not given)	6.3	24.7	1.0%	-1.3%
COc1ccccc1-c1nnc(NC(=O)c2ccc(S(=O)(=O)N(C)C)cc2)o1	-8.1	-4.6	28.0%	2.0%
COc1ccc(CNS(=O)(=O)c2ccc3c(c2)CCN3C(=O)C2CC2)cc1	-1.2	?	-2.9%	-2.3%
COc1cccc(-c2nc3n(n2)C(c2cccs2)C(C(=O)Nc2cccnc2)=C(C)N3)c1 (stereo not given)	-0.5	-19.1	1.0%	-0.5%
CCOC(=O)Cn1nnnc1C(CC)N(Cc1ccccc1)Cc1cc2cc(C)ccc2[nH]c1=O (stereo not given)	0.3	17.7	-5.5%	-14.7%
Nc1nnc(CC(=O)N/N=C/c2ccc(-c3ccccc3Cl)o2)s1	-2.9	-2.3	nt	1.6%
CCOC(=O)N1CCN(C(=O)CN2C(=O)CC(C)(C)S(=O)(=O)c3ccccc32)CC1	-1.1	-4.7	-1.0%	-0.2%
Cc1cc2ncn(C(=O)c3c(-c4ccccc4)noc3C)c2cc1C	21.2	-29.9	8.6%	-0.4%
O=C(COC(=O)c1ccc([N+](=O)[O-])s1)Nc1ccccc1	nt	?	nt	-4.1%
O=C(On1c(-c2ccccc2)nc2ccccc2c1=O)c1ccco1	11.0	9.5	-9.3%	-25.0%
Cc1cccc(NC(=O)CC2Nc3cccc4cccc(c34)NC2=O)c1 (stereo not given)	-0.1&-2.2	-9.0	-26.2%	-1.9%

Going on with the list:
SMILES	IMPase cell inh	PNC inhibitor	ALOX15B inhib	ALOX12 inhib
Cc1ccc(C2CN=NC23CCc2ccccc2C3=O)cc1 (stereo not given)	-5.9	16.2	-6.6%	4.2%
COc1cc(CC(=O)NCCc2ccc(OCc3ccccc3)cc2)c([N+](=O)[O-])cc1OC	-5.2	43.7	-7.1%	6.7%
c1ccc(-c2csc3ncnc(N4CCc5ccccc5C4)c23)cc1	nt	?	nt	1.3%
CCOC(=O)c1ccc(NC(=O)C2CCN(S(=O)(=O)CC)CC2)cc1	6.7	?	-3.7%	-2.0%
CC(=O)Nc1cc(C(=O)OCC(=O)c2ccc(C)cc2)ccc1C	nt	?	nt	-0.6%
CCO[Si](CCCN)(OCC)OCC	nt	nt	3.4%	3.3%
Cc1ccc(C(=O)C[n+]2ccc(-c3nnc4n3CCC4)cc2)cc1	2.0	44.1	nt	-4.3%
CCCCCn1c(C(Cc2ccccc2)NC(C)=O)nc2ccccc21 (stereo not given)	7.8	?	4.7%	-2.5%
NC(=O)CSc1nnc(COc2ccccc2)n1C1CCCCC1	7.7	44.9	4.0%	6.7%
CC1CC(C)CN(CCCCOc2ccc([N+](=O)[O-])cc2)C1 (stereo not given)	nt	46.5	nt	-2.3%
O=C(CN(C(=O)Cn1nnc(-c2ccccc2F)n1)c1cccc2c1CCCC2)NCc1ccccc1	4.5[1.84 µM]	?	1.2%[11.4 µM]	1.5%
O=C(/C=C/c1ccco1)NC(=S)Nc1cc(C(F)(F)F)ccc1N1CCOCC1	nt	?	nt	-3.8%
O=C(NCc1cccnc1)C1CCCCN1S(=O)(=O)c1ccc(F)cc1 (stereo not given)	4.1	-23.3	-3.2%	-6.3%
O=C(NCCC1=CCCCC1)c1ccc(=O)oc1	-3.2	16.3	-3.1%	0.1%
O=C(NCC(=O)N(CC1CCCO1)C1(C(=O)NC2CCCCC2)CCCCC1)c1ccccc1 (stereo not given)	2.9	-17.7	0.7%	-4.6%
CCOC(=O)C(NC(=O)NCc1cccc(C(F)(F)F)c1)(OCC)C(F)(F)F (stereo not given)	5.9	?	nt	-6.0%
Cc1cccc(NC(=O)C23CCC(C)(/C(=N/O)C2)C3(C)C)c1 (stereo not given)	2.6	-23.4	5.0%	-1.7%
NC(N)=NC(N)=Nc1ccc(S(=O)(=O)O)cc1	nt	nt	-0.1%[11.4 µM]	-2.5%[11.4 µM]
COc1ccccc1C(N)=S	nt	?	nt	1.0%
Cn1c(=O)oc2cc(S(=O)(=O)NC3CCCCCCC3)ccc21	5.8	?	-6.8%	4.3%
Cc1c(C(=O)NCC2CCCO2)cccc1[N+](=O)[O-] (stereo not given)	nt	22.1	nt	3.4%
COC1CCCCC1NS(=O)(=O)c1ccccc1 (stereo not given)	23.0	61.5	-2.8%	-4.7%
c1ccc(Cc2nnc3sc(-c4ccc5c(c4)OCCO5)nn23)cc1	3.5	35.6	-25.5%	3.9%
COC(=O)C1CN(S(=O)(=O)c2ccc(C)cc2)CCN1S(=O)(=O)c1ccc(C)cc1 (stereo not given)	8.5	-23.7	-0.3%	1.9%
CCOc1ccc(-n2c(N)c(C(=O)NCC3CCCO3)sc2=S)cc1 (stereo not given)	15.8	40.2	-19.1%	-13.0%

The list continues:
SMILES	IMPase cell inh	PNC inhibitor	ALOX15B inhib	ALOX12 inhib
CCCCn1c(CN2CCN(C(=O)OCC)CC2)nc2c1c(=O)[nH]c(=O)n2C	-3.7	22.4	-4.3%	-0.6%
CC(=O)CCc1ccccc1	nt	nt	0.1%	-4.3%
O=c1[nH]c(CN2CCC(c3nc4ccccc4s3)CC2)nc2sc3c(c12)CCC3	0.6	-4.1	7.1%	-3.5%
Cc1c(O)ccc(-c2[nH]ncc2-c2nc3ccccc3s2)c1O	5.0	?	-21.0%	-26.2%
COC(=O)[C@@]1(Cc2ccc(F)cc2)[C@H]2c3cc(C(=O)N4CCCC4)n(CCSCCO)c3C[C@H]2CN1C(=O)c1ccccc1	nt	nt	-2.2%	-1.4%
CC1CCCCC1NCC(=O)Nc1ccccc1-c1ccccc1 (stereo not given)	7.4	4.1	nt	-6.9%
COC(=O)[C@@H]1C[C@@]1(C)[C@@H](NC(=O)OCc1ccccc1)c1ccccc1	nt	nt	3.9%	-4.4%
COc1ccc2oc(=O)c(C(C)=O)cc2c1	4.7	22.4	-2.7%	-0.8%
Cc1cc(S(=O)(=O)N2CCN=C2c2ccccc2)c(C)cc1Cl	nt	-1.0	nt	0.8%
O=C(N1CCN(c2cccc(Cl)c2)CC1)C1(c2cccs2)CCOCC1	5.9	-13.6	nt	-1.1%
COc1cccc(N2C(=O)CC(N3CCC(C(N)=O)(N4CCCCC4)CC3)C2=O)c1 (stereo not given)	8.7	16.5	nt	0.9%
CCN(CC(=O)N1CCN(c2ccccc2)CC1)S(=O)(=O)c1ccc(C)cc1	nt	3.1	nt	0.8%
Cc1nn(C)c(C)c1/C=N/N=C1\CCC2C3CCc4cc(O)ccc4C3CCC12C (stereo not given)	?	?	-13.2%	0.3%
Cc1nnc2n(Cc3ccccc3)c(=O)c3c4c(sc3n12)COC(C(C)C)C4 (stereo not given)	3.4	13.4	-0.6%	-1.6%
CC1(C)Cc2c(C#N)c(SCc3nc4ccccc4[nH]3)nc(N3CCOCC3)c2CO1	4.3	?	21.5%	-4.7%
Cc1ccccc1Sc1ncnc2onc(C)c12	11.6	35.0	-8.8%	11.0%
CC(=O)NC1C(OCc2ccccc2)OC(COC(C)=O)C(OC(C)=O)C1OC(C)=O (stereo not given)	nt	70.6	nt	-2.1%
Cc1ccc(C)c(-n2c(CNC(=O)c3ccco3)nnc2SCC(=O)Nc2nnc(C)s2)c1	-3.3	43.1	2.7%	-1.9%
C=CCn1c(C(CCC(C)C)CC(C)(C)O)n[nH]c1=S (stereo not given)	1.0	42.6	11.2%	1.1%
Cc1ccc(NC(=O)C2CCCN(S(=O)(=O)c3cnc[nH]3)C2)c(Br)c1 (stereo not given)	-5.1	-23.9	-0.3%	-4.5%
COC(=O)CSc1n[nH]c(=S)s1	nt	17.2	nt	-2.0%
Cc1cccc(Oc2coc3cc(OC(=O)c4cncc(Br)c4)ccc3c2=O)c1	nt	-20.6	nt	-0.3%
O=C(OCC(=O)c1c[nH]c2ccccc12)c1ccco1	-2.6	3.8	-6.7%	-3.6%
CCC[C@H]1C[C@H](C(=O)N[C@H]([C@@H]2O[C@H](SC)[C@@H](O)[C@H](O)[C@@H]2O)[C@H](C)O)N(C)C1	0.0[20.6 µM]	nt	-7.2%[25.6 µM]	-2.9%[25.6 µM]
CC(C)Oc1ccc(C(=O)O)c(C(=O)O)c1	-2.2	44.7	-0.6%	4.9%

More records follow:
SMILES	IMPase cell inh	PNC inhibitor	ALOX15B inhib	ALOX12 inhib
c1ccc(Cn2c(CNc3nc4ccccc4n3CCN3CCCCC3)nc3ccccc32)cc1	7.8	32.0	nt	-9.7%
COc1ccc(/C=c2\s/c(=C/C(=O)c3ccc(C)cc3)[nH]c2=O)cc1OC	-5.9	43.0	nt	-1.0%
Cc1ccc(NC(=O)COC(=O)CN2CSCC2=O)cc1C	0.1	-27.9	-2.2%	-1.7%
COc1ccc(N2CCN(C(=S)Nc3cccc(C)c3)CC2)cc1	-6.9	-4.8	nt	-2.0%
COc1ccc(N2C(=O)c3ccccc3NC2c2ccc(OC)c(Cn3nnc4ccccc43)c2)cc1 (stereo not given)	10.9	11.1	nt	-1.3%
O=C1CC(N2CCN(Cc3ccc4c(c3)OCO4)CC2)C(=O)N1c1cccc(Cl)c1 (stereo not given)	15.7	-6.0	13.8%	0.7%
Cc1ccccc1CSCCC(=O)NCCC1=CCCCC1	1.0	41.0	nt	-6.5%
Cc1ccc(NC(=O)/C(=C\c2cccc([N+](=O)[O-])c2)NC(=O)c2cccs2)cc1	1.2	?	-25.3%	1.4%
C/C(CC1CC(C)(C)OC1=O)=N/Nc1nc(-c2ccccc2)cs1 (stereo not given)	12.5	12.2	nt	-6.4%
CS(=O)(=O)N1CCCC(C(=O)NCCCN2CCc3ccccc3C2)C1 (stereo not given)	2.7	?	4.3%	-1.4%
Cc1nc2oc(C(=O)c3ccc(Br)cc3)c(N)c2c2c1COC(C)(C)C2	4.5	?	-6.3%	-2.0%
Cc1cc(SCC(N)=O)nc(SCC(=O)c2ccccc2)n1	2.8	?	10.6%	-4.2%
Cc1nn(C)c(C(=O)Nc2ccc(S(=O)(=O)NC34CC5CC(CC(C5)C3)C4)cc2)c1Br	-3.3	?	nt	-3.9%

Look-ups from the entries so far:
Under ALOX12 inhib, COc1ccc(N2C(=O)c3ccccc3NC2c2ccc(OC)c(Cn3nnc4ccccc43)c2)cc1 (stereo not given) reads -1.3%
Under ALOX12 inhib, Cc1ccc(NC(=O)/C(=C\c2cccc([N+](=O)[O-])c2)NC(=O)c2cccs2)cc1 reads 1.4%
